# Bioassay records (PubChem)
# TAG inh: reduces triacylglycerol accumulation in H9c2 cells; Nile Red lipid (TAG) fluorescence; cells loaded with 200 µM oleic acid; inhibition, % at 12.5 µM; hit rate 0.66% among 230,000; AID 651582;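 active means pattern-corrected inhibition of lipid staining of at least 50% with the nuclear-stain viability signal not falling by more than 50%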;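 further: 0% = DMSO wells and 100% = triacsin C control wells; some results filed as inactive read as strong as hits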
# TAG inh DAPI viability: recorded beside TAG inh, whose call it bears; DAPI nuclei signal change (viability), lower = more cytotoxic, %;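 whole-well DAPI fluorescence read on a plate reader as a viability signal; minus 50 percent equals half of cells still viable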
# Numbers without * were called inactive; i = inactive. An excerpt. The share of hits here may be higher or lower than overall.
Compound,TAG inh,TAG inh DAPI viability
O=C1C=CC(=O)N1c1ccc2ccccc2c1,2.1,4.3
O=C(NCc1ccc(Cl)cc1)c1cccc2c1C(=O)N(CC1CCCO1)C2 (stereo not given),11.9,-0.8
CC(C)=C1Cc2ccccc2C1=O,-3.1,2.8
CN(Cc1cccc(C(F)(F)F)c1)Cc1nc(-c2cnccn2)no1,12.5,-9.8
COc1ccc(Br)cc1C1NC(=O)NC(C)=C1C(=O)N(C)C (stereo not given),8.8,17.9
Cc1nnc(SCC(=O)Nc2cccc(C(F)(F)F)c2)[nH]c1=O,-2.9,3.2
COCCNC(=S)N1CCC(C(=O)c2ccc3c(c2)OCCO3)CC1,-0.8,3.9
COC(=O)c1cc(-c2ccc(S(=O)(=O)N3CCCCC3)cc2)c(C(F)(F)F)s1,1.6,0.8
NC(=O)C1CCN(C(=O)c2cccc(S(=O)(=O)N3CCCC3)c2)CC1,2.5,2.5
Nc1nc(-c2ccc(Cl)cc2)c(S(=O)(=O)c2ccccc2)s1,10.8,-15.6
CC(=O)c1cccc(-c2ccnc3c2CC(C(=O)Nc2cccnc2)O3)c1 (stereo not given),5.1,-2.9
COc1cccc(C2=NNC(=NCc3ccccc3)SC2)c1,7.6,-1.7
COc1ccccc1NC(=O)CSc1nc2nc(C)cc(C)c2c(=O)[nH]1,4.2,6.0
COc1cccc(CNC(=O)CCC2CCCN(C(=O)c3ccoc3C)C2)c1 (stereo not given),6.4,0.3
COc1cccc(CNC(=O)COC(=O)C2CCN(c3ccc(C(F)(F)F)cn3)CC2)c1,-11.2,-0.4
CCN(Cc1cc(OC)c(OC)c(OC)c1)C(=S)Nc1cccc(SC)c1,-7.4,-2.7
Cn1c(=O)c2c(ncn2Cc2nnc(N)s2)n(C)c1=O,-1.4,-0.7
CC(=O)NC(=S)Nc1ccc(NC(=O)c2cccnc2Cl)cc1,8.0,3.3
CCCc1[nH]n(-c2ccc([N+](=O)[O-])cc2)c(=O)c1C=NCCc1c[nH]c2ccccc12,63.1*,-12.4*
CCC(O)C1CCN(Cc2cn(Cc3ccccc3)nc2-c2cc3ccccc3o2)CC1 (stereo not given),7.8,25.5
Cc1cc(OCC(O)CN2CCN(CCO)CC2)ccc1C(C)C (stereo not given),-10.1,4.8
O=[N+]([O-])c1ccccc1N(CC1CO1)S(=O)(=O)c1ccccc1 (stereo not given),15.9,-17.9
CC1(C)CC(=O)C2=C(C1)Nc1ccccc1NC2c1ccc([N+](=O)[O-])cc1 (stereo not given),-3.4,-2.5
CCN1C(=O)C(CC(=O)Nc2ccc(OC)cc2)N(CCCN2CCN(c3ccc(F)cc3)CC2)C1=S (stereo not given),10.2,13.6
O=C(COc1ccccc1[N+](=O)[O-])Nc1ccc2oc(=O)ccc2c1,4.6,-4.3
COc1ccc(N/C(C)=C2/C(=O)C(=O)N(CCO)C2c2ccc(Br)cc2)cc1 (stereo not given),6.2,5.5
CC1CCCC(C)N1C(=O)COC(=O)/C=C/c1ccc(Br)o1 (stereo not given),13.6,-7.2
CN(Cc1ccccc1)C(=O)Cn1cccc1C(=O)c1ccccc1,3.6,1.9
COc1ccc(-c2nnc(SCCOc3cccc(C)c3)n2N)cc1,5.6,-2.8
COc1ccccc1C(=O)NC(=O)CSc1nnc(C)s1,10.3,-4.7
Cc1ccc(-n2c(=S)[nH]c3c(oc4ccccc43)c2=O)cc1C,6.4,1.8
Cc1cccnc1NC1(C(F)(F)F)N=C2SCCN2C1=O (stereo not given),0.1,-6.3
COc1ccc(C(=O)CN2Cc3ccccc3C2=N)cc1,9.2,2.7
COc1ccc(N(C)S(=O)(=O)c2cccc(C(=O)N3CCN(c4ccccc4)CC3)c2)cc1,-18.2,-2.1
CCOC(=O)CNc1nc(Cl)nc(Nc2ccc(Cl)cc2)n1,-10.9,2.0
CC(C)n1cc(C(=O)N2CCCC(N3CCN(c4cccc(Cl)c4)CC3)C2)cn1 (stereo not given),12.2,-4.3
CC(C)CC(=O)N1CCN(C(=O)c2ccc(F)cc2)CC1,-0.5,1.2
CCCCn1c(SCC(=O)c2cc(OC)ccc2OC)nc2cc(S(N)(=O)=O)ccc21,2.8,-8.5
COc1ccc(Cl)cc1C(=O)CSc1nnnn1C1CCCCC1,-10.3,5.9
CN(CC(=O)Nc1cccc(F)c1)C(=O)CSc1ccc(Br)cc1,-14.6,-1.0
N#CC12CCCCC1CC1CCCCC1(C#N)N2Cc1cccnc1 (stereo not given),-9.0,0.5
CCOC(=O)/C=C/C(=O)OCC(=O)Nc1ccc(Cl)cc1Cl,-3.5,3.0
CC(C)c1csc(CN2CCC(CCC(=O)NCC3CCCO3)CC2)n1 (stereo not given),-15.8,7.4
Cc1nc(SCC(=O)NC2CCCC2)c2oc3ccccc3c2n1,-7.5,-6.0
CCN(CC)C(=O)C1=C(C)N(Cc2ccc(C(C)(C)C)cc2)C(=O)C(CC(=O)NCc2cccc3ccccc23)C1 (stereo not given),8.1,-3.6
CCOc1ccc(CCNC(=O)COC(=O)c2ccc3c(c2)OCCO3)cc1OCC,19.3,-6.7
CNCc1cc2ccc(C)cc2[nH]c1=O,-15.9,5.9
CC(C)N1CCC1(C)C(=O)Nc1cccc(C#N)c1 (stereo not given),0.0,-1.7
COCCNCCOCCOc1cccc(OC)c1,-6.1,10.3
CCCCN(CCCC)c1cc(C)nc(-c2ccccc2O)n1,-12.0,24.2

# Part of the list above, reformatted.
SMILES: CCOC(=O)CNc1nc(Cl)nc(Nc2ccc(Cl)cc2)n1
  TAG inh = -10.9	TAG inh DAPI viability = 2.0
SMILES: CC(C)n1cc(C(=O)N2CCCC(N3CCN(c4cccc(Cl)c4)CC3)C2)cn1 (stereo not given)
  TAG inh = 12.2	TAG inh DAPI viability = -4.3

# New compounds follow.
Compound,TAG inh,TAG inh DAPI viability
COc1ccccc1N1CCN(S(=O)(=O)c2ccc3c(c2)n(C)c(=O)n3C)CC1,11.9,0.8
Cc1ccc(C(C)C)c(OCC(=O)NN=C2CCCC(=O)C2)c1,-4.2,7.3
CC(C)(C)OC(=O)N[C@@H](C(=O)OC(C)(C)C)c1ccc2c(c1)OCO2,12.3,-5.9
c1ccc(Cn2nnc3c(N4CCc5ccccc54)ncnc32)cc1,-15.1,19.9
COc1cc(C)nc(N(Cc2ccccc2)S(=O)(=O)c2ccc(C)cc2)n1,-12.0,-4.1
Cc1nnc(SC/C=C/c2ccccc2)n(N)c1=O,6.3,-9.9
CSCCC(NS(=O)(=O)c1ccccc1F)C(=O)N1CCCCCCC1 (stereo not given),-0.8,4.9
CC1(C)O[C@@H]2C[C@H]3[C@@H]4CCC5=CC(=O)C=C[C@]5(C)[C@@]4(F)[C@@H](O)C[C@]3(C)[C@]2(C(=O)CO)O1,36.3,6.2
Cc1cc(C)n(Cc2ccc(Cl)cc2Cl)c(=O)c1S(=O)(=O)c1ccccc1,-56.8,1.9
CCN(CC)c1ccc(SS(=O)(=O)O)cc1,3.4,4.1
Cc1cccc(COc2ncnc3nc[nH]c23)c1,-5.4,-0.9
COCCNC(=O)C(c1ccc(C)o1)N(Cc1ccccc1)C(=O)Cn1nnc2ccccc21 (stereo not given),-12.3,-5.5
Cc1ccc(C(=O)Nc2ccccc2C(=O)O)cc1S(=O)(=O)NC1CCCCC1,11.2,1.8
Cc1ccc(SCCC(=O)OCC(=O)Nc2ccc(C(N)=O)cc2)cc1,-0.3,-1.1
COCc1cc(=O)n2[nH]c(SCc3ccccc3)nc2n1,-13.3,13.3
COc1ccccc1N1CCN(C(=O)[C@H](C)NS(=O)(=O)c2ccc3c(c2)OCCCO3)CC1,-10.5,1.3
Cc1cc(C(=O)OCC(=O)Nc2sc3c(c2C#N)CCC(C)C3)c2ccccc2n1 (stereo not given),13.5,-9.1
COc1ccc(C)c2sc(N(CCCN(C)C)C(=O)c3ccc(S(=O)(=O)N4CCc5ccccc5C4)cc3)nc12,133.6,-72.5
CC(C)(C)OC(=O)CNC(=O)c1nc[nH]c1C(=O)NCC(=O)OC(C)(C)C,-3.6,2.2
CC(CS(=O)(=O)c1cccc2cccnc12)N1CCCCC1 (stereo not given),2.9,-3.0
CC1(c2ccccc2)NC(=O)N(CC(=O)Nc2ccc(S(=O)(=O)NC3=NCCCCC3)cc2)C1=O (stereo not given),-3.1,-1.4
COC(=O)c1ccccc1NC(=O)Cn1cnc2ccc(S(=O)(=O)N3CCC(C)CC3)cc2c1=O,25.0,-17.1
COc1ccc(NC(=O)NNC(=O)C(C)Oc2ccc(C(C)C)cc2)c(OC)c1 (stereo not given),-4.9,-2.6
COc1ccc(-n2c(=S)[nH]c3ncccc3c2=O)cc1,4.7,-7.4
O=C1CC(=O)Nc2ccccc2N1,-4.9,6.5
CCC1S/C(=N/N=C/c2ccco2)N(Cc2ccccc2C)C1=O (stereo not given),-3.1,2.0
CCCCn1nnnc1SCC(=O)Nc1ccc(C)cc1,-15.7,8.2
COc1ccc(/C=N/NC(=O)C(C)N(c2ccc(OC)cc2)S(C)(=O)=O)cc1 (stereo not given),3.4,-1.1
CC(=O)NC1C(OCc2ccccc2)OC2COC(c3ccccc3)OC2C1OCC(=O)O (stereo not given),6.0,-10.8
CNc1ccc([N+](=O)[O-])cc1C(=O)O,-1.1,2.0
Cc1ccc(C(c2sc3nc(C)nn3c2O)N2CCN(c3ccc(F)cc3)CC2)cc1 (stereo not given),4.7,-15.5
CCOC(=O)c1ccc(NC(=O)CCc2nc(-c3ccccc3)no2)cc1,2.8,-7.9
COc1ccc([C@H]2CC(=O)C=C(c3ccccc3C(F)(F)F)C2)cc1,5.7,-6.3
Cn1ncc(Br)c1C(=O)Nc1ccc(F)cc1F,12.3,-1.2
CCCC(C)NC(=O)c1nc(-c2ccccc2)n(-c2ccccc2)n1 (stereo not given),12.4,-8.2
O=C(c1cc(COc2ccc(-n3cncn3)cc2)on1)N1CCCC1,-23.9,5.7
NC(=O)Cn1cc(/C=N\NS(=O)(=O)c2cccc([N+](=O)[O-])c2)c2ccccc21,8.7,4.6
CCc1cccc(C)c1NC(=S)N(CCCN1CCOCC1)Cc1cccnc1,0.0,-5.2
C=C1C[C@@]23CCC4[C@@](C)(CCC[C@@]4(C)C(=O)O)C2CC[C@]1(O)C3 (stereo not given in full),-4.6,1.8
Cc1c(C(=O)Nc2ccccc2)sc2nc3n(c(=O)c12)CCCCC3,9.6,11.3
O=[N+]([O-])c1ccc(NCCCc2ccccc2)cc1,-41.5,-3.7
Cn1c(SCC(=O)c2ccccc2)nnc1-c1cccs1,-5.0,9.1
Cc1nnsc1-c1onc(C)c1C(=O)O/N=C/c1ccc(Cl)cc1,-7.9,5.7
O=C(Cc1ccccc1)Nc1ccc(NC(=O)c2cccs2)cc1,-17.1,6.6
CC(C)(C)c1nnc(NC(=O)CS(=O)(=O)Cc2ccccc2)s1,8.2,1.3
O=C(NC1CCCCC1)[C@H](CSCc1ccccc1)N1Cc2ccccc2C1=O,-7.7,-3.4
CC(C)OC(=O)CN1CCN(C2c3ccccc3-c3ccccc32)CC1,8.0,2.2
CCOc1ccccc1C(=O)OCC(=O)NCCNC(=O)COC(=O)c1ccccc1OCC,4.8,-3.2
O=C(NCC1CCCO1)Nc1ccc2c(c1)OCO2 (stereo not given),10.0,-2.4
O=C1CCCN1C(=O)CSc1nnnn1-c1ccccc1,-3.1,8.9

# New compounds follow.
Compound,TAG inh,TAG inh DAPI viability
Cc1ccc(NC(=O)CC2CS(=O)(=O)CC2CC(=O)Nc2ccc(C)c(C)c2)cc1C (stereo not given),9.0,-5.3
Cc1ccc(S(=O)(=O)N/N=C/c2ccccc2O)cc1[N+](=O)[O-],2.0,-5.9
CC1(C)C2C/C(=N\O)C(C)(/[N+]([O-])=C/c3cccc([N+](=O)[O-])c3)CC21 (stereo not given),17.7,-5.5
CN(CC(=O)Nc1ccc(F)c(F)c1F)C1CCCCC1,-16.2,i
Oc1ccc(Cc2ncc(C(F)(F)F)cc2Cl)cc1,-5.1,1.6
CNC(=O)/C=C1\NC(C)(C)Cc2c1ccc1ccccc21,-15.8,5.9
C=CCn1c(C2CCCCC2)n[nH]c1=S,-5.7,0.9
Cc1ccc(OCc2n[nH]c(=S)n2-c2ccc(Br)cc2)cc1,13.7,-6.6
O=C(Cc1ccc(-n2c(=O)c3ccccc3n(CC(=O)Nc3ccc(F)cc3F)c2=O)cc1)NCc1ccco1,6.3,-2.2
Cc1nn(-c2ccccc2)c(C)c1-c1ccccc1O,-5.5,-8.8
CCOC(=O)C1CCN(C(=O)c2ccccc2N(C)S(C)(=O)=O)CC1,11.5,-20.6
CCN(Cc1ccc(N(C)C)cc1)C(C)C(=O)Nc1ccc(S(=O)(=O)N2CCCC2)cc1 (stereo not given),-6.6,6.3

# Single entries from the entries so far.
# C=CCn1c(C2CCCCC2)n[nH]c1=S in TAG inh DAPI viability is listed with 0.9
# CCOC(=O)C1CCN(C(=O)c2ccccc2N(C)S(C)(=O)=O)CC1 in TAG inh is listed with 11.5
# CC1(C)C2C/C(=N\O)C(C)(/[N+]([O-])=C/c3cccc([N+](=O)[O-])c3)CC21 (stereo not given) in TAG inh DAPI viability is listed with -5.5
# Cc1nn(-c2ccccc2)c(C)c1-c1ccccc1O in TAG inh DAPI viability is listed with -8.8

# Already shown: 6 of the compounds above.
Compound,TAG inh,TAG inh DAPI viability
C=CCn1c(C2CCCCC2)n[nH]c1=S,-5.7,0.9
Cc1ccc(OCc2n[nH]c(=S)n2-c2ccc(Br)cc2)cc1,13.7,-6.6
O=C(Cc1ccc(-n2c(=O)c3ccccc3n(CC(=O)Nc3ccc(F)cc3F)c2=O)cc1)NCc1ccco1,6.3,-2.2
Cc1nn(-c2ccccc2)c(C)c1-c1ccccc1O,-5.5,-8.8
CCOC(=O)C1CCN(C(=O)c2ccccc2N(C)S(C)(=O)=O)CC1,11.5,-20.6
CCN(Cc1ccc(N(C)C)cc1)C(C)C(=O)Nc1ccc(S(=O)(=O)N2CCCC2)cc1 (stereo not given),-6.6,6.3
